High-throughput results deposited in PubChem by National Center for Advancing Translational Sciences (NCATS).
HEK293 tox: qHTS of GLP-1 Receptor Inverse Agonists: Cytotox Screen; 410,000 tested, 0.13% active; HEK293 cAMP-luciferase reporter cells, luminescence, 24 h; Potency, µM (highest dose often 38.3 µM), for inactives: top-dose activity change, negative = inhibition, most hits filed as inhibitors; AID 624418, 2012;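 note: loss of luciferase light is scored as toxicity; % is set by controls: 0 for no effect and ±100 for the full control effect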
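1536-well qHTS counterscreen of the MLSMR; 200 cells/uL, 12 h pre-incubation, 23 nL cpd, 24 h at 37 deg C 5% CO2, luciferase detection reagent, 12 min RT, luminescence. Inhibition = undesired.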
KB-3-1 tox: qHTS assay for MDR1-selective chemotherapeutics: Primary screen using the parental adenocarcinoma cell KB-3-1; KB-3-1 viability, CellTiter-Glo ATP luminescence, 72 h; Potency, µM (titrated, usually from 46.1 µM), for inactives: at the top dose activity change, negative = cytotoxic, actives largely listed as cytotoxic; 400,000 tested, 1.4% active; AID 1347075, 2019; note: % is set by controls: 0 for no effect and ±100 for the full control effect; nearly all actives have a fitted effect of over 60% in size
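Cytotoxicity in the drug-sensitive parental line KB-3-1 was scored as loss of CellTiter-Glo luminescence following 72 h incubation with compound. Values come from curve fitting of normalized concentration-response data.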
HT1080-NT tox: qHTS for induction of synthetic lethality in tumor cells producing 2HG: qHTS for the HT-1080-NT fibrosarcoma cell line. 360,000 tested, 1.6% active. Potency, µM (top dose mostly 46.1 µM), without a hit: top-dose activity, negative = less viability, actives largely listed as cytotoxic. HT-1080-NT fibrosarcoma viability, CellTiter-Glo ATP luminescence, 48 h. AID 686970, 2013;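 note: NT is the 2HG producing partner of a matched IDH1 knockdown line; 0% = DMSO-treated cells and -100% = media-only wells without cells; nearly all actives have a fitted effect of over 55% in size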
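Viability of the 2HG-overproducing fibrosarcoma line after 48 hours of compound exposure at 37 degrees C was determined by luminescence with CellTiter-Glo, and concentration-effect curves were then fitted and categorized.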
SW480 rerep: A quantitative high throughput screen for small molecules that induce DNA re-replication in SW480 colon adenocarcinoma cells. SW480 DNA re-replication, Hoechst DNA content imaging, 48 h. 340,000 tested, 1.8% active. Potency, µM (highest dose often 46.1 µM), without a hit: at the top dose re-replication activation, most hits filed as activators; note: % of control where 0% means no effect; nearly all actives have a fitted effect of over 55% in size
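Image-based DNA-content assay: after two days of treatment, nuclei were labelled with the DNA dye Hoechst and imaged, and hits were compounds raising the count of nuclei showing high fluorescence intensity.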
KB-V1 cytotox: qHTS assay for MDR1-selective chemotherapeutics: Primary screen using the drug-selected MDR subline cells KB-V1; KB-V1 MDR cells viability, CellTiter-Glo, 72 h; AID 1347076, 2019; Potency, µM (top dose mostly 46.1 µM), for inactives: at the highest dose activity change, negative = cytotoxicity, usual class: cytotoxic; 400,000 tested, 3.4% active; note: % is set by controls: 0 for no effect and ±100 for the full control effect; nearly all actives have a fitted effect of over 60% in size
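KB-V1 MDR subline cells in DMEM (phenol-red free, 10% FBS) exposed to compounds in qHTS concentration series for 72 h at 37 degrees C. Viability read by CellTiter-Glo luminescence; concentration-effect curves fitted after normalization and correction.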
HT1080 IDH1KD tx: qHTS for induction of synthetic lethality in tumor cells producing 2HG: qHTS for the HT-1080-IDH1KD cell line; HT-1080 IDH1 knockdown viability, ATP luminescence, 48 h; Potency, µM (doses to about 46.1 µM), for inactives: at the highest dose activity, negative = toxicity, hits mostly cytotoxic; 360,000 tested, 2% active;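 note: 0% = DMSO wells and -100% = cell-free medium wells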
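Cytotoxicity counter-line: IDH1KD HT-1080, 48 h, CellTiter-Glo. Curves classed by r2, magnitude and activity.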
GLP-1R agonist: qHTS of GLP-1 Receptor Agonists. Glucagon-like peptide 1 receptor (Homo sapiens), P43220. HEK293 GLP-1R CRE-luciferase, luminescence, 4-6 h; cells express a hypersensitive GLP-1R form. Potency, µM (highest dose often 45.6 µM), inactives show at the top dose activation, most hits filed as activators. 380,000 tested, 0.007% active. AID 624172, 2012; note: % of control where 0% means no effect
Target sequence (P43220 whole entry, looked up): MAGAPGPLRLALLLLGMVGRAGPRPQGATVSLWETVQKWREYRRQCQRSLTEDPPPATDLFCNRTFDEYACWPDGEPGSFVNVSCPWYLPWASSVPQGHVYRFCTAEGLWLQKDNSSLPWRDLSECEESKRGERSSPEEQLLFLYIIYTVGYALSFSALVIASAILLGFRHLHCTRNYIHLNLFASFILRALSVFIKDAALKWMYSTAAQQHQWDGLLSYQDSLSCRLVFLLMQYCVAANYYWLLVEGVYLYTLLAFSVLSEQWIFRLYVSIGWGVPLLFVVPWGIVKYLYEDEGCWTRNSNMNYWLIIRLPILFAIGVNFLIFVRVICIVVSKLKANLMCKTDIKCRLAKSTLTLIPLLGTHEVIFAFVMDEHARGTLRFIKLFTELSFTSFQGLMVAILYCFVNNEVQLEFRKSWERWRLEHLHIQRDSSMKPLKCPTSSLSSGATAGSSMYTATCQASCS
GLP-1R inv ag: qHTS of GLP-1 Receptor Inverse Agonists (Inhibition Mode) | Glucagon-like peptide 1 receptor (Homo sapiens), P43220 | HEK293 GLP-1R CRE-luciferase, luminescence, 24 h; GLP-1R form is constitutively active | Potency, µM (doses to about 38.3 µM), inactives show top-dose activity change, negative = inhibition, actives largely listed as inhibitors | 410,000 tested, 1.6% active; note: % is set by controls: 0 for no effect and ±100 for the full control effect; nearly all actives have a fitted effect of over 55% in size
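GLP-1R inverse agonism mode: basal reporter luminescence in engineered HEK293 cells measured after one day of compound exposure at 37 deg C, with a 12 min room-temperature detection step.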
TDP-43 yeast inh: qHTS of TDP-43 Inhibitors; TDP-43 expressing yeast growth rescue, BacTiter-Glo, 24 h; Potency, µM (top dose mostly 46.1 µM), for inactives: at the highest dose growth rescue (activation), hits mostly activators; 410,000 tested, 1.8% active; note: % of control where 0% means no effect; nearly all actives have a fitted effect of over 50% in size
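Galactose-induced TDP-43 yeast, OD600=0.02, compound pinned; 24 hr, 30 deg C; BacTiter-Glo luminescence for growth. Inhibitors of TDP-43 toxicity read as activators.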
Active calls of the source: *; u = inconclusive; x = no result given; [ ] = dose if it differs, or a comment. Calls come from the whole dose curve; as a rule, active = well fitted curve in the direction sought with a large enough effect; inconclusive = small, poorly fitted or top-dose-only effect, or another doubt; inactive = no such curve, though single readings can be large; an effect the other way counts as inactive or inconclusive. Potency is the fitted concentration of half-maximal effect.

Values run as follows: HT1080 IDH1KD tx, HEK293 tox, KB-3-1 tox, KB-V1 cytotox, TDP-43 yeast inh, GLP-1R inv ag, SW480 rerep, GLP-1R agonist, HT1080-NT tox
Nc1c(-c2nc(-c3ccc(Cl)cc3)cs2)c2ccccn2c1C(=O)c1ccc2c(c1)OCO2
  x, 4%, -7%, -3%, 15%, 1%, x, x, x
C[C@H]1CN([C@@H](C)CO)S(=O)(=O)c2ccc(C#Cc3cccnc3)cc2O[C@@H]1CN(C)C(=O)Nc1ccc2c(c1)OCO2
  -9%, 0%, -17%, 11%, -8%, 40%[activator], x, -5%, 0%
CC(=O)N(C)c1ccc(N=Nc2c(C)[nH]n(-c3ccccc3)c2=O)cc1
  3%, -3%, -3%, -1%, 24%, 24%, 9%, -5%, 11%
Cc1cccc(C)c1NC(=O)N1CC(C)OC(C)C1 (stereo not given)
  5%, 11%, -6%, -12%, -20%, 18%, 5%, 0%, 2%
CCOc1ccc(NC(=O)CSc2nncn2C)cc1
  21%, 8%, 0%, -11%, -8%, 4%, -5%, 1%, 20%
COc1ccc2c(CC(=O)N(C)CC3COc4ccccc4O3)coc2c1 (stereo not given)
  0%, -10%, -8%, 18µM*, u, -11%, 2%, 7%, -15%
COCc1cc(/C=N\NC(=O)COc2ccc(Cl)cc2)ccc1OC
  19%, 10%, 6%, 28%, 18%, 10%, 6%, 5%, 30%
CC(=O)Nc1cccc(-c2nnc(SCC(=O)n3c4c(c5ccccc53)CCCC4)n2C)c1
  12%, 0%, 17%, 5%, 5%, -10%, 3%, 35%, 10%
CCc1ccc2c(c1)C(c1ccc([N+](=O)[O-])cc1)=NNC(c1ccc(Br)cc1)=N2
  15%, -13%, -10%, u, -2%, -2%, 1%, -5%, 20%
COc1ccc(S(=O)(=O)NCc2cc(=O)n(C)c(=O)n2C)cc1F
  1%, -6%, 15%, u, 6%, 11%, 6%, 0%, -1%
Cc1cc2c(c(SCC(=O)Nc3ccc(C)c(C)c3)n1)C(=O)OC2
  7%, 2%, 3%, -2%, 13%[9.22 µM], 17%, -8%, 4%, 5%
CC(=O)N1CCN(S(=O)(=O)c2cccc(C(=O)OCN3C(=O)c4ccccc4C3=O)c2)CC1
  26%, -4%, 27%, 35%, 6%, 27%, -1%, 7%, u
CC(C)=CCC[C@](C)(OC1OC(COC2OCC(O)C(O)C2O)C(O)C(O)C1O)C1CC[C@]2(C)C1C(O)CC1[C@@]3(C)CCC(O[C@@H]4O[C@H](CO)C(O)C(O)C4O[C@@H]4OC(CO)C(O)C(O)C4O)C(C)(C)C3CC[C@]12C (stereo not given in full)
  8%, -1%, 14%, 28%, 19%, 17%, -26%[9.22 µM], 2%, 6%
C/C(=N\NC(=O)C(=O)Nc1cccc(Cl)c1C)c1ccncc1
  u, 15%, 14%, 21µM*, 21%, 0%, -5%, 5%, 12%
COc1ccc(NC(=O)C2=C(C)Nc3ncnn3C2c2sccc2C)cc1 (stereo not given)
  x, 1%, 17%, 3%, 22%, 8%, x, -1%, x
CCC(CC)NC(=O)Cc1ccccc1OC
  16%, 6%, -1%, -18%, 1%, 0%, 1%, 4%, 12%
CCn1ncc(C(=O)Nc2cccc(Cl)c2)c1C
  0%, 2%, 1%, 37%, 2%, 6%, u, 3%, 6%
O=C(O)CCc1ccc(-c2ccc(Cl)cc2)n1-c1cccc(C(F)(F)F)c1
  x, 0%, -5%, 1%, 21%, u, x, x, x
Cc1nnc2ccc(-c3ccc(NS(=O)(=O)c4ccc(Cl)s4)cc3)nn12
  6%, 4%, -11%, -27%, 4%, 40%[activator], -9%, 19%, -9%
Cc1sc2c(c1C)c(=O)n(-c1ccccc1)c1nncn21
  5%, -11%, 19%, -15%, 0%, 3%, -7%, -7%, 5%
COC(=O)/C=C1/SC(=NC(=O)c2cccc([N+](=O)[O-])c2)NC1=O
  11%, 0%, 2%, 23%, -10%, -5%, -3%, -6%, 8%
CCOC(=O)c1sc(NC(=O)c2cccs2)nc1C
  -8%, 0%, -13%, -5%, 0%, 2%, -2%, 15%, -1%
CCCc1cc(C(=O)N2CCN(c3ccccc3C)CC2)cs1
  -2%, 2%, 3%, -26%, u, -10%, 0%, 9%, 12%
COc1cc2ncnc(NCc3ccccc3C)c2cc1OC
  8%, -8%, -8%, -20%, 2%, 8%, -5%, 4%, 3%
Cc1ccc(-c2cc(=O)c3cc(F)ccc3[nH]2)cc1
  -16%, 0%, u, u, 24%, -16%, 0%, 1%, -25%
CCOc1ccc(C(=O)Nc2cccc(NC(=O)c3cccs3)c2)cc1[N+](=O)[O-]
  0%, -34%, 2%, 3%, 6%, u, 4%, 1%, -15%
Cc1cc(C)n(/N=C/c2c[nH]c3ccccc23)c(=O)c1
  -2%, 53%[activator], 2%, -14%, -6%, -17%, -4%, 1%, 3%
COc1ccc(CNC(=O)C2Cc3ccccc3CN2C(=O)c2ccco2)cc1 (stereo not given)
  11%, 3%, 12%, u, -15%[0.397 µM], 23%, 0%, 9%, 16%
COCCN(C(=O)CNC(=O)c1ccco1)C(C(=O)NC1CCCC1)c1ccccc1F (stereo not given)
  10%, -21%, 6%, 10%, 17%, -5%, -6%, 3%, 12%
Cn1cc(S(=O)(=O)Nc2ccc(OC(F)(F)F)cc2)c(=O)n(C)c1=O
  1%, 4%, -2%, 0%, -12%, -22%, -2%, 11%, 19%

(listing goes on)
Values run as follows: HT1080 IDH1KD tx, HEK293 tox, KB-3-1 tox, KB-V1 cytotox, TDP-43 yeast inh, GLP-1R inv ag, SW480 rerep, GLP-1R agonist, HT1080-NT tox
CCCCOC(=O)c1cccc(NC(=O)CCC(=O)O)c1
  -1%, -5%, -4%, 0%, 17%, 1%, 1%, -6%, 3%
O=S(=O)(/C=C/c1ccccc1)N1CCN(c2nc(-c3cccnc3)nc3ccccc23)CC1
  10%, 0%, -26%, -22%, -14%, 47%[activator], -6%, 26%, 5%
CC(C)OCCCNC(=O)c1ccccc1Oc1ccccc1
  -2%, -6%, -1%, -3%, -13%, 0%, -9%, -3%, 11%
CC1(C)NC(=O)N(CC(=O)OCC(=O)c2ccc(Br)s2)C1=O
  1%, -9%, 0%, 8%, -4%, 0%, -7%, 10%, 6%
O=C(COC(=O)c1c2c(nc3ccccc13)CCN(Cc1ccccc1)C2)Nc1c(F)cccc1F
  2%, -4%[1.53 µM], 19%, 18µM*, 4%, u, -1%, -1%, 1%
CCCN1C(=O)c2ccc(C(=O)NC3CCCCC3)cc2C1=O
  8%, -2%, 3%, -2%, 1%, 7%, -4%, -8%, 15%
O=C(CN1CCCC1c1cccs1)N1CCN(S(=O)(=O)c2cccc(F)c2)CC1 (stereo not given)
  -1%, 11%, -2%, -7%, -8%, -17%, 4%, 12%, -3%
Cc1ccc(-n2cc(CNCCCN3CCCC3=O)c(-c3ccc(F)cc3)n2)cc1
  0%, -16%, -2%, 11%, -7%[9.22 µM], u, u, 19%, -22%
COc1cc(C(=O)OCC(=O)Nc2nnc(-c3ccccc3)o2)cc(OC)c1OC
  -5%, 3%, 0%, 0%, 23%, 17%, 2%, -18%, -5%
CN1C(=O)C(C)(C)c2cc(S(=O)(=O)N3CCCC(C(=O)NCc4ccc(Cl)cc4)C3)ccc21 (stereo not given)
  -3%, -23%, -11%, -17%, 14%, -7%, -1%, -9%, -22%
COc1ccc([C@@H]2C[C@@H](c3ccccc3)Oc3cc(OC)cc(OC)c32)cc1
  15%, 5%, 1%, -12%, u, u, -2%, 10%, 3%
NC(=O)c1ccccc1N/C=C/C(=O)c1ccc(F)cc1
  -24%, 2%, u, 0%, u, -27%, 6%, -8%, -28%
CS(=O)(=O)Nc1nc2n(n1)C(c1ccccc1)C=C(c1ccc(Br)cc1)N2 (stereo not given)
  19%, x, 10%, -21%, 39%, 0%, 24%, -1%, -1%
CCOC(=O)[C@H]1[C@H]2COc3ccc(Br)cc3[C@@H]2N2C(=O)CN(Cc3ccc(OC)cc3)C(=O)[C@@]12C
  -12%, 13%, -25%, -13%, 22%, u, 1%, 2%, -1%
O=C(c1cc(-c2ccncc2)nc2ccccc12)N1CCCC(C(F)(F)F)C1 (stereo not given)
  0%, 2%, -9%, -2%, 4%, -5%, x, 6%, -7%
O=C(NCc1ccccc1Cl)c1cccc(OC2CCN(C(=O)C3CC3)CC2)c1
  -4%, -1%, u, 6.5µM*, u, u, 0%, 11%, -8%
COc1ccc(CCN(C)C(=O)c2ccc3c(=O)n4c(nc3c2)CCCCC4)cc1OC
  3%, -2%, 18%, 0%, 15%, 40%[activator], -22%, 17%, 1%[9.24 µM]
COc1cc(C(=O)Nc2ccc(S(=O)(=O)N3CCc4ccccc43)cc2)cc(OC)c1OC
  -18%, -25%, u, 5.8µM*, 21%, 0%, 15%, -9%, -6%
Cn1c(=O)cc(-c2ccccc2)c2ccccc21
  -6%, 9%, -1%, u, u, 0%, -3%, 25%, 26%
C=CC(=O)N1C/C(=C/c2ccc(F)cc2)C(=O)/C(=C\c2ccc(F)cc2)C1
  2.9µM*, u, u, -21%, -93%[inhibitor], u, 1.2µM*, -7%, u

Whole records, quoted from the list.
CCCCOC(=O)c1cccc(NC(=O)CCC(=O)O)c1 in the list: HT1080 IDH1KD tx: -1%; HEK293 tox: -5%; KB-3-1 tox: -4%; KB-V1 cytotox: 0%; TDP-43 yeast inh: 17%; GLP-1R inv ag: 1%; SW480 rerep: 1%; GLP-1R agonist: -6%; HT1080-NT tox: 3%
C=CC(=O)N1C/C(=C/c2ccc(F)cc2)C(=O)/C(=C\c2ccc(F)cc2)C1 in the list: HT1080 IDH1KD tx: 2.9µM*; HEK293 tox: u; KB-3-1 tox: u; KB-V1 cytotox: -21%; TDP-43 yeast inh: -93%[inhibitor]; GLP-1R inv ag: u; SW480 rerep: 1.2µM*; GLP-1R agonist: -7%; HT1080-NT tox: u
